ERAP1 inh = inhibitors of human ERAP1 aminopeptidase; AID 652197; recombinant ERAP1, Leu-AMC fluorescence, 60 min; 340,000 tested, 0.15% active; inhibition, % at 10.7 µM; Q9NZ08;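 active means mean replicate inhibition of at least 30%, or all replicates individually reaching that 30% level; inactive means mean below 30% and not every replicate reaching it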;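 further: 0% = neutral control wells and 100% = L-leucinethiol positive control wells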
Target sequence (Q9NZ08 whole entry, looked up): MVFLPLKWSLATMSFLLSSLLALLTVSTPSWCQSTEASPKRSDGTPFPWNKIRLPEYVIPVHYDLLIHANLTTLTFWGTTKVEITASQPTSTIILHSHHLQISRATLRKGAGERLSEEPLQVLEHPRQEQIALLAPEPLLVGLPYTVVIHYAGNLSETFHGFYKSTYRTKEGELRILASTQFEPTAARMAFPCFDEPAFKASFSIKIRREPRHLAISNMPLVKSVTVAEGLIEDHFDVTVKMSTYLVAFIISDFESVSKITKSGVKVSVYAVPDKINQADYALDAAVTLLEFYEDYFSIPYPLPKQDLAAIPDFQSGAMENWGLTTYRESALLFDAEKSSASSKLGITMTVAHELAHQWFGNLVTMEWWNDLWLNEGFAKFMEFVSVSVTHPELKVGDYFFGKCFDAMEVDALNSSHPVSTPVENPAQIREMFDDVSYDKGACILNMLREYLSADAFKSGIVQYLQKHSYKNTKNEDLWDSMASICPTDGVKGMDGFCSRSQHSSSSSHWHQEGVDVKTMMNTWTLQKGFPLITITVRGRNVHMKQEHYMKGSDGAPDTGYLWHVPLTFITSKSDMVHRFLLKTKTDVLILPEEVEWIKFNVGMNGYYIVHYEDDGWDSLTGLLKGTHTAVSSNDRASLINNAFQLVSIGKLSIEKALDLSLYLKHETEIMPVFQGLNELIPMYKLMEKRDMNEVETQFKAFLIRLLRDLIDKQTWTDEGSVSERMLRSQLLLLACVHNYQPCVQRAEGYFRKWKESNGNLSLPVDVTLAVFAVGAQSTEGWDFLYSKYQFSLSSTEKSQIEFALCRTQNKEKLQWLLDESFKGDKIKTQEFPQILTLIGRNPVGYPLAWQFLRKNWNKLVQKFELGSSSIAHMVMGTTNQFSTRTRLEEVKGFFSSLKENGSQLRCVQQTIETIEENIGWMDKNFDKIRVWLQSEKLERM
RAD52 inh = RAD52 (human) annealing inhibition. AID 651710. inhibition, % at 18.7 µM. recombinant RAD52 DNA annealing, FRET fluorescence. 360,000 tested, 0.46% active;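 active means every replicate showing at least 50% inhibition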
RAD54 branch = inhibitors of human RAD54 branch migration. Q92698. RAD54 Holliday junction branch migration, FAM/BHQ fluorescence. inhibition, % at 10.4 µM. 360,000 tested, 0.14% active;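 active means mean normalized replicate activity at least 40 and at least half of replicates scoring 40 or more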;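 further: 0% = median of neutral control wells and 100% = median of positive control wells; inhibitors cause a drop in the FAM fluorescence signal; in these data hits start at about 50%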
Cneo AK release = Cryptococcus neoformans lysis via adenylate kinase release. lysis activity, % at 15 µM. AID 651654. 360,000 tested, 0.2% active. C. neoformans lysis, adenylate kinase release luminescence, 4 h; normalised: neutral wells 0, clomiphene wells 100;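 active means mean lysis activity across replicates of at least 80%, whatever share of replicates individually reach that level; inactive means mean lysis activity below 80%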
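Test system: log-phase Cryptococcus neoformans yeast cells; Quantity: yeast cell density of 5 × 10^6 cells/mL; Buffer or medium: YPD; Doses: single compound concentration per well; Timing: 4 h at 37 °C static, read 1 h later; Measured by: AK luminescence; Read-out basis: lysis from increased AK signal; Control set: Clomiphene as positive control.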
miR-122 sensor = blocks miR-122 activity in Huh7 sensor cells. 340,000 tested, 0.3% active. Huh7 miR-122 Renilla luciferase sensor, 48 h; neutral wells = 0, positive control = 100. activation (reporter increase), % at 12.5 µM;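 active means mean replicate activation score at least 90 and every replicate individually at or above 90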;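 further: higher luciferase means less miR-122 activity so hits act as miR-122 inhibitors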
PGC1a acetyl inh = modulators of PGC1a acetylation; inhibition, % at 15.6 µM; U2OS PGC1a acetylation, AlphaScreen anti-acetyl-lysine; with virally co-expressed GCN5 acetyltransferase; AID 651687; 350,000 tested, 0.17% active;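 active means every replicate shows inhibition of at least 40%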;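 further: 0% = neutral control wells and 100% = positive control wells; some results beyond the cut were filed as inactive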
PglD DTNB = inhibitors of Campylobacter jejuni PglD acetyltransferase. AID 602405. 360,000 tested, 0.098% active. inhibition, % at 12.5 µM. purified PglD enzyme, DTNB colorimetric CoA detection; in the data active means inhibition above about 16%, passing the limit was not always enough; further: strong numbers were not always called active
E-sel inducer = E-selectin induction on HUVECs. HUVEC E-selectin immunofluorescence imaging; normalized: neutral wells 0, TNF-alpha wells 100. activation, % at 7.58 µM. 260,000 tested, 0.37% active. P16581;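 active means mean E-selectin-positive cell signal at least 10% of the positive control, reached in at least 60% of replicates, without over 20% cell loss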;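 further: in these data hits start at about 27%; measured in HUVEC primary endothelial cells; signal is the percent of cells scored E-selectin positive by PE staining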
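material = human umbilical vein endothelial cells (HUVEC), E-selectin induction | quantity = 3,000 cells/well | medium = EGM-2 growth medium on 0.1% gelatin-coated wells | technique = immunofluorescence imaging | read-out basis = % PE-positive cells | control set = TNF-alpha positive control, DMSO neutral control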
Starred values were filed as active, the others as inactive; · = no result given; [ ] = another dose, or the depositor's remark. Outcome played no part in choosing rows. Share with any hit: about 1.4%.

Below each SMILES: ERAP1 inh	RAD52 inh	RAD54 branch	Cneo AK release	miR-122 sensor	PGC1a acetyl inh	PglD DTNB	E-sel inducer
(1) CCCNC(=O)N(C)C[C@@H]1Oc2cc(Br)ccc2S(=O)(=O)N([C@H](C)CO)C[C@H]1C
  1	-5	0	8	-3[16.7 µM]	0	-5	-2.4
(2) O=C(C1CCCCC1)N1CCCn2c1nc1ccccc12
  ·	·	13	-1	-4	13	6	·
(3) COc1ccc(Br)cc1CNC(=O)C1CCCN(S(=O)(=O)N2CCC(C)CC2)C1 (stereo not given)
  -3	-7	-13	-7	-6	-14	-4	0.0
(4) CC(=O)n1cc(N(C(=O)CCl)c2ccc([N+](=O)[O-])cc2)c2ccccc21
  -2	-10	-2	1	-7	12	-1	·
(5) COc1ccc(Cc2nnc(SCC(=O)Nc3ccccc3)[nH]c2=O)cc1
  3	-26	8	-2	·	·	-3	·
(6) O=C(COC(=O)c1ccccc1O)Nc1cc([N+](=O)[O-])ccc1Cl
  -2	0	13	5	-7	-1	-6	-1.2
(7) Cc1cccc(C(=O)NC2CCN(S(=O)(=O)c3cccc(F)c3)CC2)c1
  -3	-12	-15	2	-3	·	0	·
(8) COc1ccc(C(=O)N[C@H](C(=O)NCCCn2nc(C)cc2C)C(C)C)cc1
  -7	2	2	0	·	·	-4	·
(9) CS(=O)(=O)N(CC(=O)NC1CCCC1)c1cccc(F)c1
  ·	·	8	-2	6	4	1	·
(10) COCCCNC(=O)Cc1c(C)c2cc3c(cc2oc1=O)OC(C)(C)CC3
  -1	-2	5	6	5	-2	5	1.2
(11) N#Cc1cc(-c2ccc(Cl)cc2)cnc1Sc1ccc(F)cc1
  ·	·	6	-1	-6	5	7	·
(12) Cc1noc(C)c1NC(=O)Nc1ccc2c(c1)C(=O)N([C@H](C)CO)C[C@H](C)[C@H](CN(C)S(=O)(=O)c1ccc(F)cc1)OCCCC[C@@H](C)O2
  2	6	-8	5	8[16.7 µM]	-2	-3	-0.3
(13) Cn1cnnc1SCc1ccc(C(=O)O)cc1
  ·	·	2	6	-3	-2	-2	·
(14) Cc1cc(S(=O)(=O)Nc2ccc(N(C)C)cc2)c(C)s1
  ·	·	-17	10	85	-14	-3	·
(15) O=C1O[C@H](c2ccccc2)[C@H](c2ccccc2)N2[C@H]1[C@@H](C(=O)N1CCN(c3ncccn3)CC1)[C@]1(C(=O)Nc3ccc(C#CC4=CCCCC4)cc31)[C@H]2c1ccc(OCCO)cc1
  1	-39	-6	29	·	·	-17	·

Entries of single compounds as entered above.
Listed for N#Cc1cc(-c2ccc(Cl)cc2)cnc1Sc1ccc(F)cc1 = ERAP1 inh = ·; RAD52 inh = ·; RAD54 branch = 6; Cneo AK release = -1; miR-122 sensor = -6; PGC1a acetyl inh = 5; PglD DTNB = 7; E-sel inducer = ·
Listed for Cn1cnnc1SCc1ccc(C(=O)O)cc1 = ERAP1 inh = ·; RAD52 inh = ·; RAD54 branch = 2; Cneo AK release = 6; miR-122 sensor = -3; PGC1a acetyl inh = -2; PglD DTNB = -2; E-sel inducer = ·

(cont.)
Below each SMILES: ERAP1 inh	RAD52 inh	RAD54 branch	Cneo AK release	miR-122 sensor	PGC1a acetyl inh	PglD DTNB	E-sel inducer
(16) COc1ccc(C#Cc2ccc3c(c2)[C@@H]2[C@@H](CCN2C(=O)C2CC2)[C@@H](CO)N3)cc1
  4	-3	-8	-11	-2[16.7 µM]	0	0	0.8
(17) CCN(CC(=O)NC)S(=O)(=O)c1ccc(C)cc1
  ·	·	-15	1	-2	6	8	·
(18) CC(=O)Nc1cccc(/C(C)=N/NC(=O)c2ccc(O)cc2)c1
  1	4	2	-5	-17	·	-2	4.5
(19) COc1ccc(C#Cc2cnc3c(c2)C(=O)N([C@H](C)CO)C[C@@H](C)[C@@H](CN(C)C(=O)c2ccccc2F)O3)cc1
  1	18	-14	44	1[16.7 µM]	9	0	0.3
(20) CC(C)c1nc2cc(C(=O)NC(c3cccnc3)C(F)(F)F)ccc2o1 (stereo not given)
  -2	-2	-2	2	-3	5	1	·
(21) COc1ccc(-n2c(COc3ccccc3)n[nH]c2=S)cc1
  1	-3	3	0	1	7	-4	0.0
(22) C[C@H]1CN([C@@H](C)CO)C(=O)c2cccc(NS(C)(=O)=O)c2O[C@H]1CN(C)C(=O)NC1CCCCC1
  1	4	1	-2	-9[16.7 µM]	4	0	·
(23) CC(C)NC(=O)Nc1ccc2c(c1)C(=O)N([C@@H](C)CO)C[C@@H](C)[C@H](CN(C)S(C)(=O)=O)OCCCC[C@@H](C)O2
  -4	-1	2	-4	2[16.7 µM]	1	7	·
(24) O=C(Nc1nnc(C2CC2)s1)c1cccnc1Oc1ccc(Cl)cc1
  -1	-2	-8	-3	-4	·	-2	0.1
(25) COC(=O)c1cc(S(=O)(=O)NCC2CCN(Cc3cccc(Cl)c3)CC2)c[nH]1
  -6	-39	5	2	-2	-6	-3	·
(26) CC(=O)N[C@@H]1CC[C@@H](CC(=O)NCc2ccc(Cl)cc2)O[C@H]1CO
  -6	-4	-4	1	·	0	9	-0.3
(27) Nc1cccc(N=[N+]([O-])c2cccc(N)c2)c1
  2	-14	-5	0	·	-4	2	0.1
(28) CN(C)/C=C/C(=O)c1ccc(OCCN(C)c2ccccn2)cc1
  -2	-148	-11	4	-4	10	-6	·
(29) COc1ccc(OC)c(C2(O)CSC(=Nc3cccnc3)N2Cc2ccco2)c1 (stereo not given)
  5	-29	1	-1	-7	·	1	·
(30) O=C(COc1ccc(-c2ccccc2)cc1)N/N=C/c1ccccc1Br
  ·	·	10	-6	10	·	0	·
(31) Cc1nc(-c2ccc(NC(=O)c3ccccc3)cc2)cs1
  1	-13	3	-14	3	17	0	7.2
(32) C/C(CC(=O)Nc1cc(C)ccn1)=N\NC(=O)c1cccc(C)c1O
  1	1	8	0	48	-25	3	·
(33) CC1CCN(C(=O)CNC(=O)c2ccc(Br)o2)CC1
  -2	-6	-9	-1	·	·	10	·
(34) COC(=O)c1cccc(NC(=O)CCc2c(C)noc2C)c1
  1	1	8	1	0	-3	0	-0.2
(35) CC1=C(C(=O)OC2CCCCC2)C(c2ccco2)C2=C(CC(C)(C)CC2=O)N1 (stereo not given)
  ·	·	2	1	-4	-19	-14	·
(36) Oc1ccccc1CNc1ccc2c(c1)OCCO2
  6	-6	-3	-2	-2	0	-1	·
(37) O=C(C[C@@H]1CC[C@@H](NC(=O)Nc2ccc3c(c2)OCO3)[C@H](CO)O1)NCc1ccccc1
  4	-3	5	-2	·	1	0	-1.7
(38) COc1ccc(S(=O)(=O)N(C)C[C@H]2Oc3c(NS(=O)(=O)c4cn(C)cn4)cccc3C(=O)N([C@@H](C)CO)C[C@H]2C)cc1
  3	-22	0	-2	8[16.7 µM]	-5	1	-0.2
(39) COc1cccc(NC(=O)N2CC(=O)N3[C@H](CO)[C@H](c4ccc(C#CCC5CCCC5)cc4)[C@@H]3C2)c1
  -2	-5	·	·	·	0	·	0.2
(40) Cc1ccc(OCc2nc(-c3ccccc3)no2)cc1
  -1	-6	-15	-4	5	-2	0	-0.4
(41) Cc1cc(C)c(NC(=O)C2CCCN2C)c(C)c1 (stereo not given)
  ·	·	-4	0	2	8	-6	·
(42) COc1ccc(OC)c(S(=O)(=O)N2CCCC(C(=O)N3CCC(C(N)=O)CC3)C2)c1 (stereo not given)
  -1	-3	2	2	1	-3	-1	·
(43) CN(c1ccccc1)S(=O)(=O)c1cccc2ccccc12
  -1	-2	-10	-2	-4	·	-1	0.2
(44) C[C@H](CO)N1C[C@H](C)[C@H](CN(C)Cc2ccc(C(=O)O)cc2)Oc2ccc(NC(=O)Nc3cccc4ccccc34)cc2CC1=O
  51*	7	11	-1	6[16.7 µM]	2	3	0.2
(45) CCOC(=O)c1ccc(NC(=S)N2CCN(CCO)CC2)cc1
  1	-9	-7	1	-5	-3	-3	·
(46) O=C(Cc1ccccc1)N[C@H]1C=C[C@@H](CC(=O)N2CCCCC2)O[C@@H]1CO
  -1	3	0	0	·	-5	6	-0.3
(47) Cc1ccc(C)c(/C=N/NC(=S)NCCc2ccccc2)c1
  ·	·	2	1	-3	20	2	·
(48) CC(=O)N(C)C[C@@H]1Oc2ncc(C#C[C@H](C)O)cc2C(=O)N([C@H](C)CO)C[C@H]1C
  -3	3	-1	1	0[16.7 µM]	6	4	0.5
(49) O=C(CS(=O)(=O)Nc1ccc(F)cc1Cl)Nc1ccc(F)cc1Cl
  -1	-5	-3	-1	2	-1	6	-0.1
(50) COc1cccc(Nc2nc(C(N)C(C)C)cs2)n1 (stereo not given)
  -6	-13	-6	3	0	6	-2	-0.2
(51) CC1CCN(c2c(NCc3ccc(C(=O)NCc4ccco4)cc3)c(=O)c2=O)CC1
  1	-17	-8	-1	-7	-10	-7	-0.3
(52) Clc1cccc(CN2CCCCCCC2)c1Cl
  3	-2	-17	-2	-7	0	-3	-2.5
(53) CCC(=O)Nc1ccc2c(c1)C(=O)N(C)C[C@@H](OC)[C@H](C)CN[C@@H](C)CO2
  2	-5	-4	102*	16[16.7 µM]	8	-49	-0.2
(54) COc1ccccc1-c1cn(CC[C@H]2CC[C@@H](NC(=O)NC(C)C)[C@H](CO)O2)nn1
  2	-16	6	3	·	2	-1	0.1
(55) Cc1ccc(/C=C2/Sc3ccc(C(=O)NCc4ccccn4)cc3NC2=O)cc1
  -3	-75	-12	0	10	-9	3	·
(56) COC(=O)NNC(=S)NCc1ccccc1
  ·	·	2	3	1	7	-3	·
(57) CN(CC(=O)Nc1cccc(F)c1)C(=O)C1CC(=O)N(Cc2ccccc2)C1 (stereo not given)
  -3	-39	-7	0	-3	1	0	-0.3
(58) CCn1c(SCC(=O)N/N=C(\C)c2ccncc2)nnc1-c1ccc(C)cc1
  ·	-8	-3	11	2	28	4	0.4
(59) O=C(COC(=O)/C=C/c1ccccc1)NNC(=O)c1ccc([N+](=O)[O-])cc1
  -2	-5	-9	0	2	-3	-13	-0.2
(60) Cc1ccc(C(=O)N(Cc2ccco2)c2c(N)n(Cc3ccccc3)c(=O)[nH]c2=O)cc1
  -2	-3	-1	1	-1	-2	-3	-0.1
(61) O=C(C[C@@H]1CC[C@H]2[C@@H](COC[C@H](O)CN2S(=O)(=O)c2ccccc2F)O1)NCc1ccccc1Cl
  0	7	1	0	4[16.7 µM]	-3	2	0.0
(62) Cc1cc(C)c(OCC(=O)Nc2ccc(S(=O)(=O)N3CCOCC3)cc2)c(C)c1
  3	-25	3	7	-1	·	4	·
(63) CCCNC(=O)N[C@@H]1CC[C@@H](CCn2cc(C3CCCCC3)nn2)O[C@H]1CO
  1	7	-5	-3	5[16.7 µM]	1	4	-0.4
(64) C#CCOCCOCCOCCNc1nc(N2CCN(C(=O)CCCCCCCCCCNC(=O)[C@H](CCCCN)n3cc(CCO)nn3)CC2)nc(N2CCN(C(=O)CCCCCCCCCCNC(=O)[C@H](CCCCN)n3cc(CCCC(=O)O)nn3)CC2)n1
  8	52*	-2	5	4	6	-1	0.1
(65) CCCN1C(=O)/C(=C\c2nc3ccccc3c(=O)[nH]2)c2ccccc21
  -2	2	1	0	-5	5	-1	·
(66) C[C@H]1CN([C@@H](C)CO)C(=O)c2cccc(NC(=O)Nc3ccccc3)c2O[C@H]1CN(C)Cc1ccc(C(=O)Nc2ccccc2N)cc1
  0	7	3	4	32[16.7 µM]	-18	-3	2.3
(67) Cc1ccc(NC(=O)c2ncn(CC(=O)N3CCN(c4ccccn4)CC3)n2)cc1C
  -11	1	-1	-1	0	-1	-2	-0.1
(68) CN(C(=O)CC1C(=O)NCCN1Cc1ccc(F)cc1Cl)C1CCCCC1 (stereo not given)
  1	-117	-10	0	-3	·	3	·

Bioassay records (PubChem BioAssay)
